# TSHR antagonist = Antagonists of the Thyroid Stimulating Hormone Receptor: HTS campaign; Thyrotropin receptor (Homo sapiens), P16473; TSHR-expressing cells, TSH-stimulated cAMP HTRF, 2 h; active compounds read low; activity change, negative = inhibition, % at 11.5 µM; actives 0.2% (n = 330,000);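 active = activity change below a set negative limit, meaning inhibition stronger than a set level, cut at about -70% in these data; inconclusive = activity change between two set negative limits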; note: % is set by controls: 0 for no effect and ±100 for the full control effect
#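 TSHR-expressing cells were treated with compounds, then stimulated with TSH at EC80 (4nM final) for 2 hours at 37 deg C. Cellular cAMP was measured by HTRF competition between lysate cAMP and cAMP-d2 for a cryptate-labelled anti-cAMP antibody.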
# A-T KAP1 phos = qHTS Assay for Identifying a Potential Treatment of Ataxia-Telangiectasia | […] A-T fibroblasts, KAP-1 phosphorylation AlphaLISA; neocarzinostatin DNA damage 30 min before lysis | Potency, µM (doses to about 57.5 µM), inactives show at the top dose activation, usual class: activators | actives 0.19% (n = 320,000); note: potency is the fitted concentration of half-maximal effect; % of control where 0% means no effect; nearly all actives have a fitted effect of over 45% in size
#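 ATM-like activity read as KAP-1 phosphorylation via AlphaLISA donor/acceptor antibody pairs after lysis and 6 hr at 25C. Cells were ATM-null patient fibroblasts ([…], hTERT), dosed 60 min, then exposed to the DSB inducer NCS for 30 min.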
# USP2a block = qHTS Assay for Inhibitors of Ubiquitin-specific Protease USP2a Using CHOP2 as the Reporter. AID 463254, 2010. Potency, µM (doses to about 38.3 µM), inactives show top-dose activity change, negative = inhibition, hits mostly inhibitors. USP2 core, Ub-CHOP2 coupled fluorogenic reporter, 485/531. actives 0.01% (n = 330,000);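 note: potency is the fitted concentration of half-maximal effect; plate controls were DMSO wells for no effect and full inhibition by NEM control for full effect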
#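 USP2 core (10nM final) preincubated 30min RT with compound in 20mM Tris-HCl pH 8.0, 2mM CaCl2, 2mM beta-mercaptoethanol, 0.05% CHAPS; 25nM Ub-CHOP2 plus 25nM reporter substrate added, fluorescence (Ex485/Em531) read after 60min.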
# KCNH2 WT inh = qHTS for Inhibitors of KCHN2 3.1: Wildtype qHTS | activity change, % at 1.84 µM | AID 720551, 2013 | actives 0.37% (n = 340,000) | U2OS, BacMam KCNH2, thallium flux FluxOr; active compounds read low;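 active = maximum activity change below -70%; inconclusive = maximum activity change between -70% and -50%; inactive = maximum activity change above -50%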; note: % is set by controls: 0 for no effect and ±100 for the full control effect
# Target sequence (Q12809 whole entry, looked up): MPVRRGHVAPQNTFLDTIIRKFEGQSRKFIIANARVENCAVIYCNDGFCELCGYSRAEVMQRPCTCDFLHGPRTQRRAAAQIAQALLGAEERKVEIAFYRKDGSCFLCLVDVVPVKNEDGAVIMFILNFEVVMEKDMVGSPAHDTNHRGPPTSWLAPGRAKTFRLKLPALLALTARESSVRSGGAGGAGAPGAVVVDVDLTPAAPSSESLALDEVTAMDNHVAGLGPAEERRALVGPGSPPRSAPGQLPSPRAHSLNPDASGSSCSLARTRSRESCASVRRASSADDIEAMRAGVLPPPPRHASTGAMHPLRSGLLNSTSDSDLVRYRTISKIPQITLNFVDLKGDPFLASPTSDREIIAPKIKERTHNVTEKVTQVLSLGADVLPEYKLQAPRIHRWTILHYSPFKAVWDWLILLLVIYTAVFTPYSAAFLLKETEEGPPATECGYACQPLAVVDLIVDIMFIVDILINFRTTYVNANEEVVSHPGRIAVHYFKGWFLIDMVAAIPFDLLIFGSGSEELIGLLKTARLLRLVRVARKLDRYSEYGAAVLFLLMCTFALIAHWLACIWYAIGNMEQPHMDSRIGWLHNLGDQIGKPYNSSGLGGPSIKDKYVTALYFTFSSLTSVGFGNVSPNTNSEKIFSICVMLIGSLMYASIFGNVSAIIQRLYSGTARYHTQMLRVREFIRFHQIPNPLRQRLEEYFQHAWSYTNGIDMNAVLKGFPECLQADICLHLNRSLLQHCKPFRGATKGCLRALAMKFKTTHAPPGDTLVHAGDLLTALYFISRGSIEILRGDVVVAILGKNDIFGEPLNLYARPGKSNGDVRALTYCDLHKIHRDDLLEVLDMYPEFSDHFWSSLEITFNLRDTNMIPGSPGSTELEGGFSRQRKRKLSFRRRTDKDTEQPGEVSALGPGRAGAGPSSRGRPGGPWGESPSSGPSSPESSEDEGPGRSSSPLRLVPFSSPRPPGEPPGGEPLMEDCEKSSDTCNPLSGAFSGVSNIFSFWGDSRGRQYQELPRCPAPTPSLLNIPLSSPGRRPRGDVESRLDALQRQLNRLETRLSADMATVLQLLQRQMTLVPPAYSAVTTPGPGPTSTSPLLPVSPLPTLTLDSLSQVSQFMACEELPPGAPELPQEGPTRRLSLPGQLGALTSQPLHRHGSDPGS
#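 U2OS cells were transduced with wild-type KCNH2 virus (2.03 x 10^8 / mL) for 4 h at room temperature, then cultured overnight at 37 C. Thallium flux was read with FluxOr dye. Rate constants were normalized to DMSO controls.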
# TRPV1 agonist = HTS Assay for Compounds that Act as Agonists of the Vanilloid Receptor 1; Transient receptor potential cation channel subfamily V member 1 (Homo sapiens), Q8NER1; TRPV1-expressing cells, Fluo-8 calcium influx, agonist mode; activation, % at 8.33 µM; actives 0.19% (n = 320,000); in the data active = activation above about 80%; inconclusive = between about 30% and that limit; note: 0% is about no effect
#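 Fluo-8 calcium influx in TRPV1-expressing cells, kinetic read (ex 480/em 520 nm). Compound added and read 3 min for agonist activity, followed by capsaicin at EC20 final and 2 min further read for enhancement.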
# TCR activator = Activators of T cell receptors: qHTS campaign. primary human leukocytes, anti-CD3, IL-2 HTRF, 48 h. Potency, µM (titrated, usually from 9.22 µM), without a hit: top-dose activation of IL-2 secretion, most hits filed as activators. 330,000 tested, under 10 active; note: % of control where 0% means no effect
#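 IL-2 release read by HTRF sandwich (Eu cryptate donor, d2 acceptor, 665 nm emission) after 48 hr exposure of primary human leukocytes to compound together with anti-CD3 beads in the absence of co-stimulatory signals.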
# KCNH2 3.1 block = qHTS for Inhibitors of KCHN2 3.1: Mutant qHTS; Potassium voltage-gated channel subfamily H member 2, brain isoform KCNH2 3.1 (human); U2OS KCNH2 3.1, thallium flux FluxOr; active compounds read low; activity change, % (tested at about 1.8 µM); actives 0.95% (n = 340,000);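 active = maximum activity change below -70%; inconclusive = maximum activity change from -70% to -50%; inactive = maximum activity change above -50%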;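 note: thallium influx rate constant from kinetic fluorescence after stimulation buffer; % is set by controls: 0 for no effect and ±100 for the full control effect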
#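 FluxOr-based Tl+ influx in U2OS cells transduced with KCNH2 3.1 virus; rate constants normalized to DMSO controls.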
# ELG1 DNA repair = qHTS screen for small molecules that inhibit ELG1-dependent DNA repair in human embryonic kidney (HEK293T) cells expressing luciferase-tagged ELG1; HEK293T ELG1-luciferase reporter, luminescence, 16 h; DNA damage induced by 5-fluorouridine; Potency, µM (highest dose often 46.1 µM), without a hit: at the highest dose activity change, negative = inhibition, actives largely listed as inhibitors; actives 2.3% (n = 330,000); note: potency is the fitted concentration of half-maximal effect; % is set by controls: 0 for no effect and ±100 for the full control effect; nearly all actives have a fitted effect of over 55% in size
#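 5-Fluorouridine DNA damage + compound/DMSO, 2,000 cells/well, 16 h, 37 °C/5% CO2. ONE-Glo, 30 min RT, luminescence. Readout = decrease in reporter signal.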
# Eya2 phos inh = qHTS Assay for Inhibitors of the Phosphatase Activity of Eya2 | Protein phosphatase EYA2 (Homo sapiens), O00167 | recombinant Eya2, OMFP fluorescence dephosphorylation (OMFP is methylfluorescein phosphate) | Potency, µM (doses to about 76.9 µM), for the others: at the highest dose activity, negative = inhibition, actives largely listed as inhibitors | actives 0.006% (n = 330,000) | AID 488837, 2010; note: potency is the fitted concentration of half-maximal effect; % is set by controls: 0 for no effect and ±100 for the full control effect
#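 Eya2 (0.2 uM) preincubated 10 min at ambient with compound, then OMFP substrate added at 50 uM; 10 min reaction in 50 mM HEPES pH 7.5, 50 mM NaCl, 5 uM MgCl2, 0.05% BSA, 1 mM DTT. Fluorescence read at Ex 485/Em 525 nm.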
# Mito fusion yeast = qHTS Assay for Small Molecule Inhibitors of Mitochondrial Division or Activators of Mitochondrial Fusion; AID 485298, 2010; Potency, µM (highest dose often 46.1 µM), for inactives: at the highest dose growth rescue (activation), most hits filed as activators; S. cerevisiae fusion-defective mutant growth rescue, CellTiterGlo 48 h; actives 0.23% (n = 320,000);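 note: potency is the fitted concentration of half-maximal effect; % of control where 0% means no effect; nearly all actives have a fitted effect of over 45% in size; temperature-sensitive fusion mutants such as fzo1-1 at 37 °C on non-fermentable ethanol glycerol medium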
#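 Read-out: ATP-based luminescence (CellTiterGlo, 10 min ambient) reporting growth of fusion-defective ts yeast after 48 hours at 37C on glycerol/ethanol YPEG medium in the presence of compound.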
# Numbers without * were called inactive; i = inactive; ? = inconclusive; . = not tested or not shown; [ ] = remark or other dose. Unless noted, calls come from the whole dose curve; as a rule, active = well fitted curve in the direction sought with a large enough effect; inconclusive = small, poorly fitted or top-dose-only effect, or another doubt; inactive = no such curve, though single readings can be large; an effect the other way counts as inactive or inconclusive.
# Each structure is followed by: TSHR antagonist	A-T KAP1 phos	USP2a block	KCNH2 WT inh	TRPV1 agonist	TCR activator	KCNH2 3.1 block	ELG1 DNA repair	Eya2 phos inh	Mito fusion yeast
CCOc1ccc(S(=O)(=O)Nc2ccc(C(=O)N3CC(C)OC(C)C3)cc2)cc1 (stereo not drawn)
 : 0	-1%	5%	-21	1	1%	7	7%	9%	-5%
CC(C)CNC(CC(=O)O)c1ccccc1 (stereo not drawn)
 : -5	-2%	0%	-7	2	.	-4	17%	-7%	4%
O=c1c2sccc2[nH]c(=S)n1Cc1ccccc1
 : 1	-2%	-6%	-8	?	2%[46.1 µM]	4	15%	-4%	18%
O=C(NCCc1ccccc1)C1CCN(S(=O)(=O)N2CCCCCC2)CC1
 : 7	0%	3%	-3	4	3%	-9	-1%	-2%	0%
CCOC(=O)C1=C(C)NC(=S)NC1C (stereo not drawn)
 : -1	1%	6%	-4	-1	1%	.	7%	-4%	7%
Cc1ccccc1CO/N=C/c1[nH]ncc1Br
 : -11	0%	8%	-3	-6	1%	7	-3%	3%	6%
CS(=O)(=O)c1ccc(N)c(SSc2cc(S(C)(=O)=O)ccc2N)c1
 : -6	-4%	2%	-10	-2	-3%	26	24%	10%	17%
Cc1ccccc1NC(=O)CSc1nc2ccccc2c2nc(CCn3cncc3C)nn12
 : 5	3%	1%	35	1	2%[46.1 µM]	-26	?	-4%	-4%
O=C(c1coc(=O)c(Br)c1)N1CCC(C(O)(c2ccccc2)c2ccccc2)CC1
 : -3	6%	0%	-4	.	0%	-10	14%	1%	-1%
CCc1[nH]nc(C(=O)N2CCCC(Nc3ccc(C(C)C)cc3)C2)c1C (stereo not drawn)
 : 9	2%	0%	-5	-2	1%	15	-1%	6%	0%
NC(=O)C1(N2CCCCC2)CCN(C(=S)NCCc2ccccc2)CC1
 : 4	3%	-2%	-5	10	-1%	3	-2%	9%	3%
O=S(=O)(NCC1CC1)c1cc(Cl)cc(Cl)c1
 : 8	9%	-12%	3	9	4%	-15	1%	-1%	-5%
Cc1cc(NC(=O)Nc2ccccc2)n(-c2ccccc2)n1
 : .	.	.	3	19	-49%	-7	.	.	-2%
N#Cc1cnc(SCC(=O)Nc2ccccc2C(F)(F)F)nc1N
 : -2	0%	4%	-22	-5	3%[46.1 µM]	15	3%	2%	-1%
C[C@H](CO)N1C[C@H](C)[C@@H](CN(C)C(=O)Nc2ccccc2)Oc2c(NC(=O)C3CCCCC3)cccc2C1=O
 : 0	6%	2%	-1	.	3%	24	2%	11%	.

# Ordered by formula weight (ascending): part of the list above
# Each structure is followed by: TSHR antagonist	A-T KAP1 phos	USP2a block	KCNH2 WT inh	TRPV1 agonist	TCR activator	KCNH2 3.1 block	ELG1 DNA repair	Eya2 phos inh	Mito fusion yeast
O=S(=O)(NCC1CC1)c1cc(Cl)cc(Cl)c1
 : 8	9%	-12%	3	9	4%	-15	1%	-1%	-5%
Cc1cc(NC(=O)Nc2ccccc2)n(-c2ccccc2)n1
 : .	.	.	3	19	-49%	-7	.	.	-2%
O=C(c1coc(=O)c(Br)c1)N1CCC(C(O)(c2ccccc2)c2ccccc2)CC1
 : -3	6%	0%	-4	.	0%	-10	14%	1%	-1%

# New compounds follow:
# Each structure is followed by: TSHR antagonist	A-T KAP1 phos	USP2a block	KCNH2 WT inh	TRPV1 agonist	TCR activator	KCNH2 3.1 block	ELG1 DNA repair	Eya2 phos inh	Mito fusion yeast
Cc1ccc(-n2nc3c(=O)n(C(C)C(=O)NCc4ccc5c(c4)OCO5)nc(C)c3c2C)cc1 (stereo not drawn)
 : -20	-2%	2%	0	1	10%	-1	-19%	-12%	-20%
COc1ccc2c(Cl)c(C(=O)N/N=C3\CCCC(=O)C3)sc2c1
 : 21	5%	?	-6	-7	0%	7	?	57%	-3%
Cc1cccc(NC(=O)CSc2ccc3nnc(-c4cccnc4)n3n2)c1
 : 6	5%	-1%	2	-10	2%	.	0%	-6%	0%
FC(F)Oc1ccc(NC(=S)NCc2ccco2)cc1Cl
 : -13	-6%	1%	4	5	-17%	-5	-7%	-9%	-1%
COc1cc(NC(=O)C/C(C)=N/NC(=O)c2cccc(O)c2)c(OC)cc1Cl
 : 7	-1%	-1%	-4	2	-2%[46.1 µM]	-7	9%	0%	3%
CN1C(=O)C(O)(CC(=O)c2ccncc2)c2ccccc21 (stereo not drawn)
 : -7	4%	0%	-9	-7	-16%	8	15%	?	-1%
Cc1ccc2nc(C)c3c(c2c1)N(c1ccccc1)CC3
 : -4	3%	-1%	1	0	4%	10	?	9%	2%
O=C(COC(=O)c1n[nH]c2ccccc12)NCCc1ccc(Cl)cc1
 : 99	-2%	0%	2	0	-6%	-6	1%	7%	-1%
CCN1CCN(C2=NC(=O)/C(=C/c3ccc(C)o3)S2)CC1
 : -6	1%	2%	3	0	8%	13	0%	-1%	1%
COc1cc(C(=O)Nc2cccc(C)n2)ccc1OCC(=O)N1CCOCC1
 : -23	-8%	1%	-10	2	-3%	-14	17%	2%	-1%
COc1ccc(S(=O)(=O)N2CCOCC2)cc1NC(=O)C1CC1
 : 10	-6%	-1%	11	.	-8%[46.1 µM]	-7	24%	-2%	.
CCCCOCCCNC(=O)C1CCCCC1
 : 1	17%	0%	6	2	-3%	19	19%	12%	1%
C=CCOc1cccc(CNc2ccc3[nH]c(=O)[nH]c3c2)c1
 : -3	-5%	0%	1	14	-1%	16	?	-4%	-1%
CCCCNC(=O)c1onc(CSc2nc3ccccc3[nH]2)c1C(=O)NCCCC
 : -4	-1%	-2%	-4	23	-2%	16	-14%	-4%	-1%
O=C(Cn1cnc2c(cnn2-c2ccc(F)cc2)c1=O)N1CCN(c2ccccc2F)CC1
 : -15	11%	-2%	15	11	-2%	-4	18µM*	3%	0%
O=C1COc2ccccc2N1Cc1ccccc1Cl
 : -27	13%	-1%	3	2	.	2	?	5%	18%
Cc1cc(NS(=O)(=O)c2ccc(NC(=O)CSc3nc4ncccc4[nH]3)cc2)nc(C)n1
 : -2	-5%	-6%	1	4	9%	8	?	7%	1%
OC(COCc1ccc2c(c1)OCO2)CN1CCN(Cc2ccccc2)CC1 (stereo not drawn)
 : 21	5%	0%	33	-2	-3%	10	0%	-13%	1%
C=CCNC(=O)CSc1nnc(-c2ccc(S(=O)(=O)N3CCCC3)cc2)n1C
 : -12	-6%	-2%	-25	-1	-5%	-22	12%	16%	-5%
Cc1cc2ccccn2c1C(=O)c1ccccc1F
 : -7	1%	0%	-5	26	5%	2	-8%	4%	1%
Cc1ccc2oc(=O)c3cnn(CC(=O)N4CCN(c5ccccc5)CC4)c3c2c1
 : -41	5%	1%	-4	-1	0%	-2	10%	14%	1%
O=C(O)c1[nH]c2ccc(Cl)cc2c1CC(=O)N1CCN(C(=O)c2ccco2)CC1
 : 2	7%	-1%	2	1	3%	0	4%	-16%	-3%
CN(C(=S)Nc1ccc(F)cc1)C1(c2ccccc2Cl)CCCCC1=O (stereo not drawn)
 : -1	-2%	0%	3	11	2%	8	0%	4%	-3%
O=C(Cn1cccc1C(=O)c1ccccc1)NCc1ccccc1Cl
 : 35	-1%	-1%	-13	18	4%	4	?	-2%	4%
Cc1cccc(-c2nc(CSCC(=O)NCc3cccs3)c(C)o2)c1
 : -23	4%	1%	14	11	-1%	-4	-1%	-8%	1%
Cc1cc(Cl)ccc1OCC(=O)Nc1ccccc1CO
 : -6	13%	4%	-1	7	6%	29	?	14%	4%
COc1ccc(CCNC(=O)C2CC(c3ccc(C(F)(F)F)cc3)=NO2)cc1 (stereo not drawn)
 : -2	-29%	7%	-3	16	-3%	-35	-2%	-21%	-39%[inhibitor]
Cc1cccc(C)c1NC(=O)CSc1nnc(C)c(=O)[nH]1
 : 19	3%	2%	i	0	-3%	2	9%	13%	?
O=C(CN1C(=O)/C(=C/c2ccc(F)cc2)SC1=S)N1CCN(CCc2ccccn2)CC1
 : 27	10%	2%	7	-1	-3%	-34	4%	2%	-4%
CCc1ccc(CNC(=O)CCS(=O)(=O)Cc2ccc(C)cc2)cc1
 : -2	0%	-1%	0	6	-7%	-2	2%	-24%	-6%
CCOc1ccc(/C=N/NC(=S)NC2CC3C=CC2C3)cc1 (stereo not drawn)
 : -2	-3%	1%	-13	3	-1%	-2	-9%	-5%	-10%
COc1ccc(CCNC(=O)Cc2ccc(OCc3ccccc3)c(OC)c2[N+](=O)[O-])cc1OCc1ccccc1
 : -28	2%	-1%	-11	-2	7%	-2	?	-28%	9%

# These rows are one share of the data; rates above refer to the full screens.
